High-throughput results as filed in PubChem.
Pemphigus Ab inh: inhibitors of pemphigus antibody binding to human desmoglein-3. binding (percent of control), % at 10 µM. DSG3-coupled beads, scFv-anti-DSG3-GFP binding, flow cytometry; hits give low values. actives 0.48% (n = 310,000). P32926. AID 588358;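 active means binding more than 3 SD below its plate's average and above zero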;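 further: hits lower antibody fragment binding to DSG3; some compounds called inactive have numbers as strong as hits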
AddAB inh: less growth of phage-infected E. coli with AddAB | inhibition, % at 11.9 µM | E. coli expressing H. pylori AddAB, absorbance growth | actives 0.29% (n = 330,000); in the data active means inhibition above about 12%;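 further: 0% = vehicle wells of infected cells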
Mot1-301 SUMO: SUMOylation pathway inhibition by Mot1-301 growth rescue | AID 2716 | S. cerevisiae Mot1-301 growth rescue, ATP luminescence, 38.5C; percent above DMSO median, 100 means doubled | growth rescue, % at 18.8 µM | actives 1% (n = 320,000);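 active means every valid replicate shows activation above 250% relative to neutral control wells; inactive means the rest, any valid replicate at or below 250%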;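 further: OY570 slx delta 5 strain wells were the positive control but not used for scaling; some compounds called inactive have numbers as strong as hits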
HTR5A inv ag: counter-screen for OPRM1-OPRD1 inverse agonists: human HTR5A inverse agonism. P47898. HTR5A cell line, luminescence. AID 504634. actives 0.083% (n = 340,000). inhibition, % at 9.3 µM; in the data active means inhibition mostly above about 23%, no sharp cut-off; inactive means mostly below about 18%;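 further: 0% = cells with DMSO and 100% = no-cell wells with DMSO; some compounds called inactive have numbers as strong as hits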
E coli growth: bacterial growth inhibition, counter-screen for AddAB inhibitors | E. coli V3065 growth, OD600 absorbance, 18 h | AID 449728 | actives 0.27% (n = 330,000) | inhibition, % at 11.9 µM;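 active means inhibition above the campaign's mean inhibition across all tested compounds plus 3 SD, cut at about 9.9% in these data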;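 further: uninfected addAB+ strain grown without phage in ampicillin broth; 0% = DMSO wells and 100% = ciprofloxacin 0.95 µg/ml wells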
phage Ecoli inh: E. coli growth loss with phage present. growth absorbance. inhibition, % at 11.9 µM. actives 0.26% (n = 360,000); in the data active means inhibition above about 11%
MOR-DOR ag: agonists of human mu-delta opioid receptor heterodimerization; P35372+P41143; actives 0.3% (n = 340,000); cells, OPRM1-OPRD1 heterodimerization, luminescence; activation, % at 9.3 µM; in the data active means activation above about 18%;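 further: 0% = vehicle-treated cells and 100% = reference agonist; values of inactives mirror those of a sister screen read the other way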
Target sequence (P35372 whole entry, looked up): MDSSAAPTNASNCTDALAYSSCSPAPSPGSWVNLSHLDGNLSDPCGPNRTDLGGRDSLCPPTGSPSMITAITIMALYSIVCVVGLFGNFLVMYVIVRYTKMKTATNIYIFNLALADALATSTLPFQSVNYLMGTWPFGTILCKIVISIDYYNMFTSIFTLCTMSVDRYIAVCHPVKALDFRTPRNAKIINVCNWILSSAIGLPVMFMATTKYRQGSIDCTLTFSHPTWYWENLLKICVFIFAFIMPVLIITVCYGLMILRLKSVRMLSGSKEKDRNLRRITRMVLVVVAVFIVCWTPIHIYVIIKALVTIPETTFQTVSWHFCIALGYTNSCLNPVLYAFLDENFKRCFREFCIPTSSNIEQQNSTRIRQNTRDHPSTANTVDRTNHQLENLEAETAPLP
Target sequence (P41143 whole entry, looked up): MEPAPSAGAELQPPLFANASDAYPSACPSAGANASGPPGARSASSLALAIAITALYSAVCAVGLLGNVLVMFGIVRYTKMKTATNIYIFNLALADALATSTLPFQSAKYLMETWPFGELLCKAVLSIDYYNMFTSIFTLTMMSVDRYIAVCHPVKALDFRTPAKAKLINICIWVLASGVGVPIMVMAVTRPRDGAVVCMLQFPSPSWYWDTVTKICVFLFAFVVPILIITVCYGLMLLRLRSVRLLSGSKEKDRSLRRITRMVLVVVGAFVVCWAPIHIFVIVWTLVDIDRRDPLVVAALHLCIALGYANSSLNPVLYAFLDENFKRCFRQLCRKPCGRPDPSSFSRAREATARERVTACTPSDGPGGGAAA
PfHsp90 set2: growth inhibition of yeast expressing Plasmodium Hsp90. S. cerevisiae expressing PfHsp90, BacTiter-Glo ATP, 48 h; yeast lacking PDR1 and PDR3 efflux regulators. inhibition, % at 9.4 µM. actives 0.32% (n = 310,000);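 active means every replicate shows inhibition above about 80%, whatever the replicate mean, limit read from the data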;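 further: 0% = DMSO neutral controls and 100% = 20 µM radicicol positive controls; yeast relying on Plasmodium falciparum Hsp90 in place of its own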
HTR5A ag ctr: activates human HTR5A in OPRM1-OPRD1 agonist counter-screen. actives 0.61% (n = 340,000). HTR5A agonist assay, luminescence, cell-based. AID 504692. P47898. activation, % at 9.3 µM; in the data active means activation mostly above about 9.5%, no sharp cut-off; inactive means mostly below about 7.6%;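 further: 0% = cells with vehicle only and 100% = reference agonist; strong numbers were not always called active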
OPRM1-OPRD1 inv: inverse agonist of human OPRM1-OPRD1 heterodimerization; P35372+P41143; cell-based MOR-DOR heterodimer luminescence, inverse agonism; inhibition, % at 9.3 µM; actives 0.21% (n = 340,000); in the data active means inhibition above about 22%, passing the limit was not always enough;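 further: 0% = cells with DMSO and 100% = wells without cells with DMSO; values of inactives mirror those of a sister screen read the other way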
PKA-R1A act: PKA-R1A complex activation. P00514+P68181. PKA-R1A dissociation, Cy5-IP20 fluorescence polarization; scaled: DMSO 0%, 113 µM cGMP 100%. activation, % at 11.4 µM. actives 0.083% (n = 340,000). AID 504707;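 active means percent activation above the mean of all tested compounds plus 3 SD, cut at about 19% in these data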;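 further: higher means more PKAc released from R1A so a rise in polarization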
Numbers without * were called inactive; i = inactive; x = not tested or not shown.

SMILES	Pemphigus Ab inh	AddAB inh	Mot1-301 SUMO	HTR5A inv ag	E coli growth	phage Ecoli inh	MOR-DOR ag	PfHsp90 set2	HTR5A ag ctr	OPRM1-OPRD1 inv	PKA-R1A act
CCCCn1c(N)c(N(Cc2ccccc2OC)C(=O)CSCC(=O)Nc2ccc(C)cc2)c(=O)[nH]c1=O	106.2	x	x	-14.8	x	-1.6	-1.9	-18.9	5.3	7.8	-15.8
COC(=O)c1ccc(COc2ccccc2/C=N/NS(=O)(=O)c2ccccc2)cc1	104.6	0.8	19.9	-26.8	2.1	3.4	-3.3	30.4	8.3	17.7	2.2
O=C(N/N=C/c1cc(Br)c(Br)o1)c1cc2ccccc2o1	x	4.0	-14.8	-10.0	1.7	-2.1	4.8	-21.8	4.0	-24.6	-4.3
Cc1cc(C)n(CC(=O)NCc2cc(-c3nn(C)c(=O)c4ccccc34)ccc2C)n1	102.2	-1.4	13.1	7.1	0.9	2.3	-0.8	-6.0	-2.0	4.3	3.6
CCOC(=O)/C=C1/SCC(=O)N1CC(=O)c1ccc[nH]1	86.2	x	x	-10.5	x	0.4	-1.0	-14.0	2.7	5.2	11.7
Cc1csc(CN(C)C(=O)c2cn(Cc3cccc4ccccc34)nn2)n1	108.4	1.5	-19.1	14.7	-0.2	2.1	-1.9	11.8	-5.7	7.7	-10.9
CC(C)Cc1nc(N2CCN(C(=O)c3ccco3)CC2)c(C#N)c2c1CCCC2	100.6	3.9	-16.6	17.3	3.5	4.0	2.8	4.6	2.0	-14.0	-9.1
OCCN(Cc1ccccc1)C(=S)NC1CCCCC1	99.6	-1.7	105.9	-3.3	-2.6	6.0	-3.5	-88.4	1.2	17.8	-3.0
Cc1c(-n2cc(C(=O)c3ccccc3O)cc(C#N)c2=O)c(=O)n(-c2ccccc2)n1C	x	2.1	-15.6	-0.6	-2.0	3.9	-3.6	x	0.2	20.9	13.7
CN1C(=O)CSc2ccc(NC(=O)NCc3ccco3)cc21	101.2	0.3	-4.3	6.9	-1.2	4.3	-0.1	-3.8	-2.6	0.4	5.0
O=C(O)CN1C(=O)NC2(CCCc3ccccc32)C1=O (stereo not given)	x	0.4	-6.4	4.0	-3.3	-1.4	-1.3	15.5	-1.5	9.8	-6.7
COc1ccc2[nH]c(=O)c(CN(C(=O)c3ccco3)C(C)C)cc2c1	81.3	-0.5	1.8	10.0	-1.0	1.9	-1.2	6.2	7.0	6.5	-23.1
COC(=O)c1ccc(COc2ccc(/C=C(\C#N)c3nc4ccccc4[nH]3)cc2OC)o1	99.7	1.8	-0.7	-1.6	1.2	0.9	4.7	1.0	0.5	-24.7	-4.3
COc1ccccc1C1NC(=O)NC(C)=C1C(=O)Nc1cccc(C)c1C (stereo not given)	107.2	1.6	4.2	5.0	2.4	-0.5	-1.8	-11.6	-1.8	9.1	0.4
Cc1ccc(CNC(=O)CC2C(=O)Nc3c2c(=O)n(C)c(=O)n3Cc2ccccc2)cc1 (stereo not given)	83.6	-0.3	4.1	-2.8	-2.2	2.4	-2.6	-11.5	-1.0	15.8	5.3
CCCNC(=O)c1onc(CSc2ccccn2)c1C(=O)NCCC	103.7	0.8	-5.1	-1.9	-1.6	1.1	0.5	x	0.6	-2.5	0.7
CCCc1cc(=O)n2[nH]cc(-c3ccc(Cl)cc3)c2n1	100.8	x	132.2	1.3	x	-4.7	-0.4	1.2	-0.3	2.0	4.9
O=c1nc(N2CCCCC2)nc2n1CCO2	103.6	4.1	142.4	7.4	2.4	-0.7	-2.4	x	-3.4	11.7	10.1
O=S(=O)(c1ccc(Br)cc1F)N1CC[C@H](O)C1	104.7	x	x	-17.9	x	4.6	-4.3	27.5	4.8	20.1	6.8
COc1c(/C=N/Nc2ccc([N+](=O)[O-])cc2[N+](=O)[O-])c(C)nn1-c1ccccc1	89.9	1.0	-5.2	-4.8	0.9	-0.3	-0.1	-4.7	-3.9	0.6	-0.9
Cc1csc(=Nc2cccnc2)n1Cc1ccco1	99.1	-1.6	3.4	-2.0	-0.7	4.7	-0.1	24.2	0.8	0.3	-8.3
O=C(COC(=O)COc1ccccc1)NCCC1=CCCCC1	96.9	-3.2	-11.4	11.6	-0.9	-0.1	0.2	0.3	-3.2	-1.2	-7.6
O=C(c1ccco1)N1CCN(C(c2cccs2)c2nnnn2C2CCCCC2)CC1 (stereo not given)	94.5	1.8	25.2	-15.1	-1.4	1.6	0.5	0.9	5.8	-2.9	-0.9
CCN1CCN(C(=O)c2ccc(OC)c(S(=O)(=O)Nc3ccc(C)cc3)c2)CC1	118.5	0.7	-12.1	-16.9	-0.8	-1.6	4.4	x	6.1	-21.5	-4.6
CNC(=O)c1cc(Nc2nnc(-c3ccc(O)cc3)c3ccccc23)ccc1OC	100.0	2.7	i	-6.8	-2.5	3.7	-1.1	0.2	6.3	6.0	5.5

The closing four entries of the section before lead into the next:
SMILES	Pemphigus Ab inh	AddAB inh	Mot1-301 SUMO	HTR5A inv ag	E coli growth	phage Ecoli inh	MOR-DOR ag	PfHsp90 set2	HTR5A ag ctr	OPRM1-OPRD1 inv	PKA-R1A act
O=C(COC(=O)COc1ccccc1)NCCC1=CCCCC1	96.9	-3.2	-11.4	11.6	-0.9	-0.1	0.2	0.3	-3.2	-1.2	-7.6
O=C(c1ccco1)N1CCN(C(c2cccs2)c2nnnn2C2CCCCC2)CC1 (stereo not given)	94.5	1.8	25.2	-15.1	-1.4	1.6	0.5	0.9	5.8	-2.9	-0.9
CCN1CCN(C(=O)c2ccc(OC)c(S(=O)(=O)Nc3ccc(C)cc3)c2)CC1	118.5	0.7	-12.1	-16.9	-0.8	-1.6	4.4	x	6.1	-21.5	-4.6
CNC(=O)c1cc(Nc2nnc(-c3ccc(O)cc3)c3ccccc23)ccc1OC	100.0	2.7	i	-6.8	-2.5	3.7	-1.1	0.2	6.3	6.0	5.5
CN1CCN(CC(=O)Nc2ccccc2Oc2ccccc2)CC1	109.1	0.5	-4.6	15.5	0.5	2.2	-0.2	4.7	2.3	1.2	-0.1
CCn1c(Cc2ccccc2)nnc1SCc1cccc(C(=O)O)c1	88.4	4.2	-2.7	0.4	-0.7	1.6	0.2	9.9	8.1	-0.9	4.8
O=C(O)c1cccnc1SCc1cn2cc(Br)ccc2n1	98.3	1.6	-6.3	-7.7	-2.5	2.6	-1.0	-13.1	2.9	5.8	2.2
CCOC(=O)N1CCN(C(=O)c2cc(-n3cnnc3)ccc2Cl)CC1	x	4.8	26.3	15.9	-3.4	1.9	-2.9	-18.5	-2.3	12.2	-1.7
Cn1c(C(=O)Nc2ccc3c(c2)OCO3)cc2c(=O)n(C)c3ccccc3c21	106.4	6.5	-2.1	-5.4	-2.1	2.9	-1.7	-10.5	2.0	8.5	-6.1
O=C(CCSc1ccccc1Cl)NNC(=O)c1ccncc1	101.3	4.5	17.4	9.6	-2.2	0.2	2.2	3.7	-3.7	-14.9	-5.3
COc1cccc(NC(=O)C2CC(=O)N(Cc3ccc(C)cc3)C2)c1 (stereo not given)	109.6	0.4	-2.9	-24.1	0.1	2.7	-3.2	4.1	9.4	13.2	-7.3
COC(=O)c1sc2nc(SCc3ccccc3C#N)n(N)c(=O)c2c1C	90.0	3.2	214.5	17.1	1.3	3.1	-2.8	4.2	1.6	15.0	-0.4
O=C(N/N=C/c1ccc(N2CCOCC2)cc1)C1COc2ccccc2O1 (stereo not given)	99.0	3.2	-7.8	-24.8	0.0	4.2	-1.8	12.5	-2.0	9.2	-8.5
Cc1ccc(N2C(=O)SC(Cc3ccccc3)C2=O)cc1 (stereo not given)	114.0	2.1	91.2	-17.9	-0.3	-1.6	-0.3	-5.9	-2.7	1.6	0.6
COc1ccc(NC(=O)CCS(=O)(=O)c2cccc3nonc23)cc1	116.2	5.8	-27.5	-3.5	-0.8	0.5	-1.7	x	1.4	8.0	-13.5
O=C(CCC(=O)N1CCOc2ccc(Cl)cc21)NCCN1CCOCC1	101.9	-3.5	210.5	-22.9	4.0	2.1	-0.1	-14.4	7.5	0.9	3.6
CCc1cc(=O)oc2cc(OC(=O)c3ccco3)ccc12	100.4	-0.2	5.4	-6.1	-0.4	1.4	-1.1	-3.7	-0.9	7.8	-8.6
CCCC(=O)N1CCN(c2ccc(NC(=O)c3cccs3)cc2)CC1	96.3	-1.6	1.9	5.0	0.2	1.8	-0.5	3.5	-1.9	2.3	3.9
O=C(COC(=O)Cn1c(C(F)(F)F)nc2ccccc21)Nc1ccc2c(c1)OCCO2	106.7	-1.4	-3.0	-31.5	0.4	3.6	1.5	2.6	7.3	-8.6	14.6
COc1ccc(C2CC(c3cccs3)=NN2C(=O)CSc2nc(=O)n3ccc(C)cc3n2)cc1 (stereo not given)	90.5	-0.8	250.4	11.7	1.3	2.9	-2.0	-1.3	2.6	11.0	-7.5
N#C/C(=C\c1cccnc1)C(=O)NC1CCCCC1	102.5	0.8	40.1	-19.1	-1.4	2.8	-1.4	12.9	0.7	7.2	-0.9
O=C(c1cc(C2CC2)nn1-c1ccccc1)N1CCN(c2ccccc2O)CC1	99.5	-0.3	303.4	5.5	0.2	0.0	4.2	-24.5	4.1	-16.7	7.6
CCn1c(=O)c(C(=O)CN2CCCc3ccccc32)c(N)n(Cc2ccccc2)c1=O	124.9	-0.1	140.7	5.1	-1.2	4.0	-1.8	9.6	-2.1	8.7	-2.9
CCC(C)C(=O)Nc1nc(-c2ccc3c(c2)NC(=O)CO3)cs1 (stereo not given)	104.2	0.7	-10.6	13.8	1.8	2.0	-1.5	-19.8	0.9	9.0	-4.0
Cn1cccc1CC(=O)N/N=C\c1ccccc1	100.2	1.0	6.0	x	1.1	4.6	x	-0.4	x	x	x
Cc1ccc2nc(N(CCCN(C)C)C(=O)CCc3ccccc3)sc2c1	102.1	3.7	4.5	-11.0	-2.0	4.5	2.8	18.7	1.9	-18.7	1.8
O=C(CCNC(=O)c1ccc(Br)o1)NCc1ccccc1Cl	103.5	2.5	14.2	-26.0	1.9	3.5	-2.5	-19.7	3.0	13.1	-18.0
O=c1[nH]c2ccc(S(=O)(=O)Nc3ccc(Cl)cc3)cc2o1	104.6	x	-23.4	-4.2	x	3.1	-0.6	5.7	4.1	4.0	-10.9
O=C(Nc1cccnc1)c1cccc(NC(=O)c2ccco2)c1	99.5	0.2	10.5	-12.9	3.2	2.5	-1.3	-11.5	5.3	6.2	-3.8
COC(=O)C(C(=O)Nc1ccc(OC)cc1)C1CCCCCC1 (stereo not given)	118.6	0.0	11.7	21.3	1.2	1.7	-2.0	-9.4	3.7	11.2	-0.3
Clc1ccc2c(N/N=C/c3ccc(Br)cc3)ccnc2c1	101.7	5.1	264.4	-3.7	4.6	5.1	8.1	11.8	1.4	-41.1	0.6
O=C(COC(=O)/C=C/c1ccccc1)NC1CCCC1	x	1.7	-29.1	1.5	-0.3	2.7	-1.2	-24.6	-0.6	4.7	3.4
COc1ccc(CC(=O)NCc2nnc(SCC(=O)Nc3ccccc3)n2C)cc1	81.0	1.2	-0.9	-19.1	2.5	4.1	-1.2	18.8	-1.3	7.7	7.0
